Screens: PubChem BioAssay, several laboratories
PABP1 MLLE inh = blocks PAM2 peptide binding to the PABP1 MLLE domain | P11940 | GST-MLLE / FITC-PAM2 fluorescence polarization | inhibition, % at 20 µM | 0.36% of 360,000 active; in the data active = inhibition above about 35%, passing the limit was not always enough;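 note: plate controls were DMSO wells with GST-MLLE for no effect and wells lacking GST-MLLE protein for full effect; some results filed as inactive read as strong as hits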
CSN inh = CSN deneddylation inhibition; Q92905; Purified CSN, SCF-Nedd8-OG deneddylation, fluorescence polarization; inhibition, % at 12.5 µM; 0.38% of 360,000 active;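 active = pattern-corrected inhibition above about 35%, with an unprinted fluorescence ratio check between 0.5 and 1.5, limit read from the data, passing the limit was not always enough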;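 note: 0% = enzyme with substrate and 100% = substrate without enzyme; some results filed as inactive read as strong as hits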
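Detection – fluorescence polarization · System – HEK293T-derived human Csn5 enzyme · Controls – substrate-only high control, full reaction low control · Timing – 90 min, room temperature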
Rin1-Abl PPI inh = blocks binding of human Rin1 to Abl; P00519+Q13671; TR-FRET Rin1/Abl binding, biochemical; inhibition, % at 7.35 µM; 0.4% of 360,000 active; in the data active = inhibition above about 5%, passing the limit was not always enough
FAS-TE inh = inhibitors of human fatty acid synthase thioesterase domain. P49327. recombinant FAS-TE, OMFH fluorogenic substrate, fluorescence endpoint. inhibition, % at 15 µM. 0.67% of 360,000 active. AID 602261;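 active = compounds whose normalised, plate-corrected inhibition of enzyme fluorescence in the single-dose primary screen is 50% or more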;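 note: 0% = DMSO with enzyme and 100% = substrate without enzyme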
Target sequence (P49327 whole entry, looked up, the tested form may be a part): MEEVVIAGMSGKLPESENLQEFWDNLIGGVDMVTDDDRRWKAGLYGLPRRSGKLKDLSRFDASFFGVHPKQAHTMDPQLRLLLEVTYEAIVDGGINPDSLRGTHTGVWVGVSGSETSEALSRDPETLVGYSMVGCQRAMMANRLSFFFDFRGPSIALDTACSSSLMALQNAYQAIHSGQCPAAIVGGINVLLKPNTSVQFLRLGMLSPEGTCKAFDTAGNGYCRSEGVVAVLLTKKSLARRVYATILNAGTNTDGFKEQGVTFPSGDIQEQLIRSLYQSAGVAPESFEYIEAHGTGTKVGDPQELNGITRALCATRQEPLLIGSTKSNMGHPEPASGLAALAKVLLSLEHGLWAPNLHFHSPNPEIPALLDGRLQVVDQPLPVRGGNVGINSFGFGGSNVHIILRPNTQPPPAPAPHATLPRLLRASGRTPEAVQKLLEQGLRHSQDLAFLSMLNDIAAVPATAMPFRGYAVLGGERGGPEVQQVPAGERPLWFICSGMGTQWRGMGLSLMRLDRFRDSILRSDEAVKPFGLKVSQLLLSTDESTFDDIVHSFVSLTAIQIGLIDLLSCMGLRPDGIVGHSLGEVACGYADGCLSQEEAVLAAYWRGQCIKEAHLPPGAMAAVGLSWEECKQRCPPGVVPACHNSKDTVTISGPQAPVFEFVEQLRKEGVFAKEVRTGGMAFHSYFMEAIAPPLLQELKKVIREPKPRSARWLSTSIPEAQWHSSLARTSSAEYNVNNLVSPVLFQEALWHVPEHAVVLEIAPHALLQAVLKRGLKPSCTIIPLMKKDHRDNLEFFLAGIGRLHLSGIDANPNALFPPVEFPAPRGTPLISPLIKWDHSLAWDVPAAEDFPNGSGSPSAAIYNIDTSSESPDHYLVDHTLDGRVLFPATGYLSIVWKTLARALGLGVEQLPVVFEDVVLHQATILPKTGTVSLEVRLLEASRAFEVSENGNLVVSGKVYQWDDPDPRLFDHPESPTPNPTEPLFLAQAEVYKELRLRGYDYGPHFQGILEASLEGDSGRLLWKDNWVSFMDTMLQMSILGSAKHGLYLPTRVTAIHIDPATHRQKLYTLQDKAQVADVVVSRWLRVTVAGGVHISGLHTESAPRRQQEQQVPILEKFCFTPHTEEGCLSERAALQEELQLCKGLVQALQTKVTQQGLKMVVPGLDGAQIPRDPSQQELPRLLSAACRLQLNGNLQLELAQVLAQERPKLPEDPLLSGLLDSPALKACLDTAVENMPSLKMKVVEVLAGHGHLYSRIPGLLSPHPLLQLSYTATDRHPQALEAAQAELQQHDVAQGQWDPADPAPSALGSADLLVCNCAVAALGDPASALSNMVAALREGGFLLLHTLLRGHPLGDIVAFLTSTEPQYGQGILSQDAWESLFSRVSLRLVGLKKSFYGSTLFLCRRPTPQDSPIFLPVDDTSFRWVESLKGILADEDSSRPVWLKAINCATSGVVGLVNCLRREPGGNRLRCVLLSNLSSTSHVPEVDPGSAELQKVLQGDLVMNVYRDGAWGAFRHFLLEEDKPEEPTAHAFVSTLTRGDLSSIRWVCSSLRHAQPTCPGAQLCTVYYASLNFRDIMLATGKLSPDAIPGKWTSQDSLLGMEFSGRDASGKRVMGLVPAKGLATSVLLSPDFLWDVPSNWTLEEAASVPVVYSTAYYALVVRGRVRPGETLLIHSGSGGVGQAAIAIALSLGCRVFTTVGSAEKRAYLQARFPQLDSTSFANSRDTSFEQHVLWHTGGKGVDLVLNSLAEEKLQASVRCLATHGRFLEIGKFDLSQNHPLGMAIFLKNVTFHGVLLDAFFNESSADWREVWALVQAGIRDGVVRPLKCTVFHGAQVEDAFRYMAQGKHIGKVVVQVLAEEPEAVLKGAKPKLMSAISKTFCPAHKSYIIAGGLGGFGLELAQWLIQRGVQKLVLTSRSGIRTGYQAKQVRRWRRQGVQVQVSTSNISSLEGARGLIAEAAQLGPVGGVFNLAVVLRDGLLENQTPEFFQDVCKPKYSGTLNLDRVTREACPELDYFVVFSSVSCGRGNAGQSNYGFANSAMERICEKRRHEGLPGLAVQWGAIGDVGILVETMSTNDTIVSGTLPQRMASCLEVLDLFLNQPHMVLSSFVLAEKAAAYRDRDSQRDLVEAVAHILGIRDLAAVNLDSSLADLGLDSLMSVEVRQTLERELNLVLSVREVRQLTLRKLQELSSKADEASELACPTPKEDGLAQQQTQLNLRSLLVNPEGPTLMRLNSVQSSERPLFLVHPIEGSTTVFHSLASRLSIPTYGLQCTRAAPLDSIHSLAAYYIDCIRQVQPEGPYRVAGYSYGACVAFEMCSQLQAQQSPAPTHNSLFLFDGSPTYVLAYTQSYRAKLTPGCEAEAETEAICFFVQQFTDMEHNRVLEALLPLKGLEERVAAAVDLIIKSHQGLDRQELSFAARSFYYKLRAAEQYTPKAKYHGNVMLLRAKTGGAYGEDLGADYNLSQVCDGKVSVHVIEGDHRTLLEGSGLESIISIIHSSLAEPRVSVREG
E coli Lon inh = inhibits E. coli Lon protease | P0A9M0 | purified E. coli Lon protease, fluorescence polarization | inhibition, % at 7.94 µM | 0.42% of 360,000 active; in the data active = inhibition above about 13%, passing the limit was not always enough;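 note: 0% = enzyme with probe and DMSO and 100% = no enzyme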
bovine MsrA act = bovine methionine sulfoxide reductase A activation; purified bovine MsrA, absorbance read-out; activation, % at 10.6 µM; 0.3% of 360,000 active; AID 602163; in the data active = activation above about 7.5%;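 note: 0% = vehicle and 100% = reference activator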
TbMetRS inhib = blocks T. brucei methionyl-tRNA synthetase activity; purified T. brucei MetRS, ATP depletion, Kinase-Glo luminescence; inhibition, % at 11.9 µM; 0.4% of 360,000 active; AID 624268;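 active = inhibition above a per-plate cutoff of the control wells' mean inhibition plus 3 SD, cut at about 5.5% in these data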;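 note: 0% = DMSO wells median and 100% = median of wells with control inhibitor compound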
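Dosing: 11.9 µM compound single dose, 0.9% DMSO; Assay system: purified T. brucei MetRS enzyme; Measured by: Kinase-Glo luciferase luminescence reporting remaining unconsumed ATP; Schedule: 15 min plus 2 h at 25 °C.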
Neddyl block = blocks human cullin neddylation; P61081+Q13564; 0.58% of 360,000 active; AID 651699; TR-FRET cullin neddylation, biochemical; calls only at 25 µM; in the data active = inhibition above about 36%
MsrA inh = inhibits bovine methionine sulfoxide reductase A; purified bovine MsrA, absorbance read-out; inhibition, % at 15.5 µM; 0.75% of 360,000 active; AID 651718; in the data active = inhibition above about 4.5%;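 note: 0% = vehicle wells with enzyme and 100% = reference inhibitor wells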
Starred values were filed as active, the others as inactive; i = inactive; / = no result given. Compounds as they come. Share with any hit: about 4%.

entry	mol	E coli Lon inh	TbMetRS inhib	Neddyl block	PABP1 MLLE inh	Rin1-Abl PPI inh
1	CC(C)(C)c1cc(NC(=O)Nc2ccccc2OC(F)(F)F)no1	6	-0.2	i	-8	3
2	CCOC(=O)[C@]12CCCC=C1N(Cc1ccco1)C(=O)[C@H](CC(=O)NCCCN1CCCC1=O)C2	-2	-0.5	i	/	/
3	CC(=O)Nc1ccc(-c2ccnc3c2CC(C)(C(=O)NCc2ccc(F)c(F)c2)O3)cc1 (centres undefined)	0	0.2	i	2	1
4	Cc1ccc(-c2ccc(CCC(=O)O)n2NC(=O)c2ccc([N+](=O)[O-])cc2)cc1	-8	0.5	i	-2	-4
5	C=CCOc1ccccc1C1C2=C(CC(C)(C)CC2=O)Nc2c1c(=O)n(C)c(=O)n2C (centres undefined)	-10	-0.3	/	-7	-1
6	COc1cccc(OCC(O)CN2CCN(C(c3ccccc3)c3ccccc3)CC2)c1 (centres undefined)	-16	-0.4	i	5	2
7	CC(C)N(C(=O)CSc1n[nH]c(=O)n1CCc1ccccc1)C(C)C	14	-0.5	i	-5	2
8	CCc1nnc(NC(=O)CSc2nc3cccnc3n2Cc2ccccc2)s1	0	0.0	i	-34	-2
9	CCc1noc(C)c1C(=O)N1CCN(S(=O)(=O)c2cc(C)ccc2C)CC1	-8	0.9	i	8	1
10	c1ccc2cc(OCCN3CCCC3)ccc2c1	-10	-0.8	i	9	1
11	CCOc1ccc(Cn2c3ccc(OC)cc3c3nc4ccccc4nc32)cc1	-4	0.3	i	124	0
12	COc1ccccc1N(C(=O)c1snc(C(N)=O)c1N)C(C(=O)NC1CCCCC1)c1cccc(OC)c1OC (centres undefined)	-2	0.2	/	14	7
13	Cc1ccccc1Cc1c(C)nc2c(C(=O)NCc3ccc4c(c3)OCO4)cnn2c1C	-8	-0.6	i	6	2
14	CN1CCCN(S(=O)(=O)c2ccccc2)CC1	-5	-0.2	i	-103	1
15	CC(=O)c1cc(CN2CCN(CCC(C)C)C(CCO)C2)cs1 (centres undefined)	0	0.1	i	11	1

entry	FAS-TE inh	CSN inh	bovine MsrA act	MsrA inh
1	13	-3	0	-0.3
2	-11	-4	-4	2.0
3	4	-5	-4	-0.4
4	9	2	0	-1.4
5	-4	1	-2	0.3
6	9	-6	0	0.8
7	-2	2	3	0.8
8	-3	4	-3	-1.5
9	-1	-1	-2	1.0
10	-7	5	-1	1.3
11	-17	-90	0	-1.0
12	11	3	-5	1.1
13	22	1	-7	0.0
14	-1	-4	-1	-0.2
15	-8	1	-3	1.2

Going on with the list:
entry	mol	E coli Lon inh	TbMetRS inhib	Neddyl block	PABP1 MLLE inh	Rin1-Abl PPI inh
16	COc1ccc(NC(=O)CSc2nc(N)c3cc4c(nc3n2)CC(C)(C)OC4)cc1	3	0.1	i	-16	-3
17	CCCC(=O)Nc1nnc(CCN2CCCCC2)s1	1	-0.6	i	14	2
18	CC(C)C[C@H](NC(=O)N1CC(=O)Nc2ccccc21)C(=O)N[C@@H](Cc1ccccc1)C(=O)O	-12	-0.7	i	-5	-1
19	COCCCNC(=O)CNC(=S)N(Cc1ccccc1F)C1CCCCC1	-2	0.0	i	-128	-3
20	O=C(Nc1ccc(O)cc1C(=O)O)c1cccs1	0	0.0	i	-5	2
21	CCc1noc(C)c1C(=O)N1CCCSC1=Nc1ccccc1OC	-2	-0.3	i	-12	0
22	CN(C)CCCn1c(NC(=O)C2CCCCC2)nc2ccccc21	-6	0.2	i	-13	0
23	CCOC(=O)C1=C(C)Nc2sc(C(=O)c3ccc(C)cc3)c(N)c2C1c1ccc(C(=O)OC)cc1 (centres undefined)	-11	-0.7	i	10	0
24	Cc1cccc2nc(CSc3nnc(N)s3)cn12	2	-1.1	i	24	7
25	COc1ccc(NC(=O)N(C)[C@H]2C[C@H]3c4[nH]c5ccccc5c4CCN3C[C@H]2[C@H](C)O)cc1	0	-1.0	i	4	0
26	Nc1ccc(N)c(C(=O)O)c1	43*	0.9	i	55	13*
27	O=C(CSc1ncn(-c2ccccc2)n1)c1cccs1	3	-0.6	i	38*	-3
28	CSCc1cc(N2CCOCC2)nc(-c2ccccc2)n1	-8	-0.1	i	-9	4
29	CNc1ccccc1-c1nc2ccccc2n(C)c1=O	-1	-0.1	i	-5	-5
30	O=C(CCSCc1ccc(Cl)cc1)NCc1ccco1	7	0.3	i	7	-1

entry	FAS-TE inh	CSN inh	bovine MsrA act	MsrA inh
16	0	0	-3	-1.0
17	-8	2	-11	-0.3
18	-2	6	-3	-0.1
19	-4	0	-4	0.2
20	-3	-10	-1	2.0
21	-1	-1	-1	-1.5
22	-6	1	-1	-1.7
23	67*	0	-8	0.7
24	-5	-5	-9	-1.0
25	-1	-2	-3	1.5
26	-7	17	-5	/
27	1	1	-4	0.3
28	-3	-6	-4	0.0
29	-7	0	-2	1.6
30	4	-1	3	1.0

(more compounds)
entry	mol	E coli Lon inh	TbMetRS inhib	Neddyl block	PABP1 MLLE inh	Rin1-Abl PPI inh
31	CCc1nnc(NC(=O)CSCc2cc(=O)n3nc(C)sc3n2)s1	-7	-0.4	i	14	4
32	COc1ccccc1NC(=O)N(CCN1CCOCC1)Cc1cc2cc(C)cc(C)c2[nH]c1=O	6	-1.0	i	10	-2
33	C=CCSc1nnc(-c2nnc(SCC=C)n2-c2ccccc2)n1-c1ccccc1	2	-0.3	i	-91	-4
34	O=C1c2ccccc2C(=O)N1CC1c2ccccc2CCN1C(=O)CN1CCOCC1 (centres undefined)	4	-0.8	i	2	2
35	Cc1ccc(CNc2ccc3c(c2)nc(C)n3C)cc1	1	-0.4	i	-11	2
36	CC(C)(C)C(=O)Nc1ccc(-c2cn3cccnc3n2)cc1	4	-0.5	/	3	-1
37	Cc1ccc(NC(=O)COC(=O)c2c(-c3ccccc3)noc2C)cc1	2	0.1	i	-11	5
38	O=[N+]([O-])c1cc(C(F)(F)F)ccc1Cl	3	-0.7	i	-9	0
39	COc1ccccc1/C=N/NC(=O)c1ccc(Br)cc1	2	-0.1	i	-13	2
40	CCN(CC(=O)Nc1c(F)cccc1F)C(=O)c1cc(C)nc2ccccc12	-9	-0.4	i	-17	1
41	Cn1ccc2cc(-c3ccc4ncnc(NCc5cccs5)c4c3)ccc21	-4	0.3	i	-39	0
42	O=C(N/N=C/c1cc2c(cc1Br)OCO2)c1cccnc1	-9	-0.3	i	-11	-2
43	CCN(CC)C(=O)CSc1nc2cc3c(cc2c(=O)n1Cc1ccc2c(c1)OCO2)OCO3	6	0.6	i	8	1
44	Cc1ccc(S(=O)(=O)N2CCN(C(=O)c3ccco3)CC2)cc1C	0	0.0	i	4	1
45	CCN(CC)CCn1nc(C)nc1-c1ccccc1O	-9	-1.3	i	13	2

entry	FAS-TE inh	CSN inh	bovine MsrA act	MsrA inh
31	-5	6	-2	0.6
32	-2	-3	-5	1.8
33	4	8	-1	-1.0
34	-3	-1	-1	-1.3
35	-3	0	0	0.3
36	-7	1	-4	3.2
37	19	-3	-1	0.8
38	-4	0	-5	0.5
39	4	-1	-2	1.9
40	-7	0	-4	-0.1
41	16	0	-3	0.0
42	-1	-4	-1	3.5
43	22	0	1	0.6
44	-1	3	-2	0.3
45	-14	4	-11	-0.6

The list continues.
entry	mol	E coli Lon inh	TbMetRS inhib	Neddyl block	PABP1 MLLE inh	Rin1-Abl PPI inh
46	COc1cccc(-c2ccc(NC(=O)C3CCCN(Cc4nccn4C)C3)cc2)c1 (centres undefined)	-18	0.1	i	-7	-1
47	Clc1ccc(OCc2cn3ccccc3n2)c2ncccc12	2	0.3	i	6	1
48	CC(C)NC(=O)C1(C)CCN1C(=O)c1cccc(Cl)c1 (centres undefined)	-11	0.1	i	7	-2
49	COc1ccc(CN2[C@@H](CC(=O)O)c3cc(F)ccc3S2(=O)=O)cc1	-6	-0.4	i	17	2
50	O=C1C=C(c2cccc(O)c2)C[C@@H](c2ccc(F)cc2)C1	-9	0.5	i	-6	3
51	CC(C)c1ccc(NC(=O)COC(=O)c2ccc(CN3CCCC3=O)cc2)cc1	-3	-0.2	i	-72	1
52	COc1ccccc1-n1cnnc1SCC(=O)Nc1ccccc1	5	-0.1	i	8	-1
53	COc1ccc(N2CCN(C(=O)CCCCCn3c(=S)[nH]c4ccc(N5CCOCC5)cc4c3=O)CC2)cc1	-3	-0.3	/	-46	-5
54	CC(C)Cc1nc(SCC(=O)NCc2ccccc2)n[nH]1	7	-0.1	i	6	0
55	COc1ccc(N2CCN(C(=O)Cc3ccc(Cl)cc3)CC2)cc1	4	-0.2	i	12	-3
56	CCOC(=O)c1ccc(NC(=S)N2CCSC2c2ccc(Cl)cc2)cc1 (centres undefined)	-3	-1.0	i	9	5
57	COc1cccc(Cn2c(N)c(C#N)c3nc4ccccc4nc32)c1OC	-17	1.6	i	-8	1
58	COc1ccc(C(=O)N/N=C/c2ccc(OC)c(CN3CCCc4ccccc43)c2)cc1	-20	-0.1	i	-16	-2
59	C/C(CC(=O)Nc1cccc(C(F)(F)F)c1)=N\NC(=O)c1ccncc1	-2	-0.4	i	-7	-1
60	COC(=O)c1ccc(COc2ccc(C=O)cc2OC)o1	-6	-1.4	i	-2	2
61	CCOC(=O)c1ccc(CNC(=O)c2cc(C(C)(C)C)oc2C)o1	4	-1.5	i	-5	-1
62	Nc1ccccc1SCc1cc([N+](=O)[O-])cc2c1OCOC2	0	-0.2	i	2	-3
63	C=CCN(CC(=O)NC1CC1)S(=O)(=O)c1cccc(C(F)(F)F)c1	9	-0.3	i	-45	1

entry	FAS-TE inh	CSN inh	bovine MsrA act	MsrA inh
46	-5	-2	-2	0.1
47	-3	-7	-4	4.2
48	-10	4	-1	-0.2
49	-10	4	0	-0.5
50	9	-2	-2	2.7
51	-3	-5	0	-0.9
52	-4	1	-1	-0.7
53	17	-10	-2	2.4
54	-7	5	-3	-0.3
55	2	-4	-1	-1.4
56	28	-4	-10	0.1
57	18	28	0	0.8
58	28	2	-6	1.7
59	-2	-2	-4	-0.3
60	-4	-6	-8	2.5
61	6	2	-9	-0.7
62	24	5	0	0.9
63	-3	-7	-1	-0.4
